CHRM4 agonist: CHRM4 agonism in calcium assay; activation, % at 3 µM; CHO-K1 hM4/Gqi5, Fluo-8 calcium fluorescence; vehicle 0%, full acetylcholine response 100%; actives 0.14% (n = 360,000);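 active means activation above the run mean over all test wells plus 3 SD, cut at about 32% in these data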;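 further: peak over basal fluorescence ratio per well then scaled between controls; 0% = DMSO wells and 100% = acetylcholine at EC100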
IDE cell inh: inhibits human insulin-degrading enzyme in HEK cells; P14735; inhibition, % at 5.59 µM; actives 0.41% (n = 320,000); FAbetaB cleavage, fluorescence polarization;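 active means percent inhibition above the average of all tested compounds plus 3 SD, set per screening campaign, cut at about 16% in these data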;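 further: IDE supplied by intact live HEK cells; FP after avidin binding of uncleaved biotin substrate so inhibition keeps polarization high; 0% = DMSO wells and 100% = 60 µM reference IDE inhibitor Ii1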
CRFBP-R2 agonist: CRF-BP/CRF-R2 complex agonism. activation, % at 13.2 µM. actives 0.46% (n = 350,000). HEK293 CRF-R2/CRF-BP, calcium dye fluorescence (FLIPR); percent of saturating CRF peptide response. AID 588473;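 active means activation of at least 50%, plus an integration ratio under a set limit after plate pattern correction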;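 further: plate controls were neutral control wells without compound for no effect and CRF at EC100 for full effect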
CHRM5 agonist: agonists of human muscarinic M5 receptor (CHRM5) | P08912 | CHO-K1 hM5 cells, Fluo-8 calcium fluorescence; 0% DMSO wells, 100% maximal acetylcholine response | activation, % at 3 µM | actives 0.19% (n = 360,000) | AID 624037;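 active means activation above the run's mean over test compounds plus 3 SD, cut at about 23% in these data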;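 further: signal is peak over basal fluorescence ratio across the kinetic read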
Target sequence (P08912 whole entry, looked up): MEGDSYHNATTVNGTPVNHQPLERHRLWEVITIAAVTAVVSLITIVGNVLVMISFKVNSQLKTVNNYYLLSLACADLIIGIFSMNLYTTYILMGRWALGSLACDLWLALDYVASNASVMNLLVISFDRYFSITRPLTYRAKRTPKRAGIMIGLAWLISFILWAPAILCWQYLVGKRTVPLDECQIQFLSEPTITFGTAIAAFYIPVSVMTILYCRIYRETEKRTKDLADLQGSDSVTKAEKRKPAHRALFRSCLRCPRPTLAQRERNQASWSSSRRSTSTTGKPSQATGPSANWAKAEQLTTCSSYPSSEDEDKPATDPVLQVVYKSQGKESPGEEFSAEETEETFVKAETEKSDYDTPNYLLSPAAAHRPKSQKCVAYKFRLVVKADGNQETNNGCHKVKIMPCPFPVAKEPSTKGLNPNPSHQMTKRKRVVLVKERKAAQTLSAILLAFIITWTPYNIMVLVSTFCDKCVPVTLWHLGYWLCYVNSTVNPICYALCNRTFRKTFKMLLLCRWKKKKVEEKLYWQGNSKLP
M5 PAM: CHRM5 positive allosteric modulation. P08912. CHO-K1 hM5, Fluo-8 calcium, ACh EC20 PAM; 0% = ACh EC20, 100% = ACh EC100. activation, % at 3 µM. actives 0.3% (n = 360,000);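 active means activation above the run cutoff, the mean activation of all test compounds plus 3 SD, cut at about 18% in these data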
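System – CHO-K1 hM5 cells · Compound – 3 µM, single dose · Incubation – compound preincubation 140 s before EC20 acetylcholine addition · Technique – Fluo-8 calcium fluorescence · Measure – Max/basal fluorescence ratio as % of EC20–EC100 ACh window · Benchmarks – low control EC20 acetylcholine (0%), high control EC100 acetylcholine (100%) · Replication – singlicate, one well per test compound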
CRFBP-R2 block: blocks CRF-induced signaling of the CRF-BP/CRF-R2 complex | actives 0.59% (n = 350,000) | HEK293 CRF-R2/CRF-BP, CRF-induced calcium fluorescence | AID 588475 | inhibition, % at 11.8 µM;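 active means inhibition of the ligand-induced calcium signal above about 50% at the single tested concentration, limit read from the data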
CHRM4 PAM: positive allosteric modulators of human muscarinic M4 receptor; activation, % at 3 µM; actives 0.4% (n = 360,000); P08173; CHO-K1 hM4/Gqi5, Fluo-8 calcium fluorescence, ACh EC20; 0% = ACh EC20, 100% = maximal ACh;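 active means activation above its plate's cutoff, the mean activation of sample wells plus 3 SD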; further: some results filed as inactive read as strong as hits
CHRM4 antagonist: blocks acetylcholine activation of human M4 receptor; actives 0.73% (n = 360,000); inhibition, % at 3 µM; CHO-hM4 cells, ACh EC80, Fluo-8 calcium fluorescence; AID 624125;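 active means inhibition above its plate's cutoff, the mean inhibition of sample wells plus 3 SD, cut at about 27% in these data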;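 further: 0% = acetylcholine EC80 with DMSO and 100% = DMSO without agonist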
M5 antag: CHRM5 antagonism in calcium assay | P08912 | CHO-hM5 cells, Fluo-8 calcium fluorescence, ACh EC80 | inhibition, % at 3 µM | actives 0.59% (n = 360,000) | AID 624040;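 active means inhibition above a per-plate cutoff, the mean of that plate's test compounds plus 3 SD, cut at about 27% in these data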;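 further: 0% = acetylcholine EC80 with DMSO and 100% = DMSO without agonist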
Numbers without * were called inactive; . = not tested or not shown.

item	Compound	CHRM4 agonist	IDE cell inh	CRFBP-R2 agonist	CHRM5 agonist	M5 PAM	CRFBP-R2 block	CHRM4 PAM	CHRM4 antagonist	M5 antag
1	CC(=O)c1ccc(N2CCN(C(=S)NCCCN(C)C)CC2)cc1	0	1	-0.7	-2	2	-1	-5	-2	8
2	O=C(Nc1cccnc1)c1cccc(S(=O)(=O)N2CCCC2)c1	3	-6	-0.5	-2	-1	-17	8	-14	11
3	Cc1ccc(Cl)cc1N1C(=O)CC(C)(C)CC1=O	3	-3	0.9	-3	0	-6	2	-1	-1
4	O=C(O)c1cccnc1SCc1cccc(Br)c1	0	13	-1.9	-5	0	24	1	3	5
5	N#Cc1nc(-c2ccc(Cl)cc2)oc1NCc1cccc2c1OCO2	1	-2	-1.4	-1	3	3	-2	12	4
6	Cc1[nH]c(=O)[nH]c(=O)c1S(=O)(=O)N1CCC(C(=O)N2CCN(c3cccc(C(F)(F)F)c3)CC2)CC1	2	3	0.2	-5	0	-5	2	-8	-5
7	CCc1nn2cc(C(=O)c3ccccc3O)cnc2c1-c1ccc(F)cc1	-1	4	-1.8	-1	-7	-7	2	-3	-2
8	CCOC(=O)N1CCN(C(=O)c2cc(COc3ccc(F)cc3F)on2)CC1	2	3	2.4	-2	-1	-25	3	-4	-4
9	CC(C)OP(=O)(c1ccc(N(C)C)cc1)C(O)c1ccccc1 (configuration not stated)	2	-4	-3.7	-5	-4	7	7	18	13
10	O=C1CCCC/C1=C\Nc1ccc(C(=O)O)c(O)c1	0	3	0.2	3	3	3	-6	3	3
11	COc1ccc(N2CC(C(=O)Nc3ccc(F)cc3F)CC2=O)cc1 (configuration not stated)	0	1	-1.1	1	4	8	10	16	-4
12	COc1ccc(/C=C/C(=O)c2ccccc2O)cc1	4	-1	-1.1	-3	-2	-3	0	1	19
13	COc1ccc(N2CCN(CCCNC(=O)c3cc4sccc4n3C)CC2)cc1	2	-4	2.6	-4	-2	15	0	6	4
14	Cc1ccc(C(=O)OCC(=O)NC2CCCCC2)cc1S(=O)(=O)N1CCCCC1	1	1	0.4	2	-3	-2	6	-5	0
15	O=c1c2sc3nc(N4CCOCC4)c4c(c3c2ncn1C(c1ccccc1)c1ccccc1)CCCC4	0	.	2.9	2	0	-6	2	6	7
16	Cc1cccc(OCC(=O)NC(=S)NNC(=O)c2ccncc2)c1	2	6	-2.4	-3	-3	-17	8	-3	-2
17	COc1ccc2nc(NCc3ccccc3)[nH]c2c1	1	-1	-3.3	-1	6	6	2	2	4
18	CC1(C)COC(Cn2c3ccccc3c3ccccc32)O1 (configuration not stated)	-1	5	-4.5	-5	10	-17	-3	-10	1
19	Cc1cccc(Nc2ccc([N+](=O)[O-])cc2C(=O)O)c1	5	1	1.1	-1	-1	3	4	3	-1
20	CCCCNC(=O)c1nc(C2CCN(S(=O)(=O)c3c(F)cccc3F)CC2)oc1-c1cccc(C(F)(F)F)c1	1	.	.	1	0	.	4	-11	-19
21	Cc1ccc(-c2csc(NC(=O)c3ccno3)n2)cc1	2	-10	-1.2	-1	-1	1	6	-8	-4
22	CCOC(=O)c1c(NC(=O)CCN2CCOCC2)sc(C)c1-c1ccccc1	0	-3	1.5	-2	2	-51	-7	9	2
23	COc1ccccc1NC(=O)Cn1nnc(-c2ccccc2NS(=O)(=O)c2ccccc2)n1	15	5	3.3	0	-17	-9	-30	7	34*
24	Cc1cc(C)cc(NC(=O)CN2C(=O)NC(C)(c3ccccc3)C2=O)c1 (configuration not stated)	2	-1	0.1	6	-4	-14	-3	-12	-7
25	CCCCn1c(N)c(N(CCOC)C(=O)c2ccc(Cl)c(S(=O)(=O)N3CCCC3)c2)c(=O)[nH]c1=O	1	-3	0.2	-5	0	7	-1	-4	6
26	O=C(c1ccc(NS(=O)(=O)/C=C/c2ccccc2)cc1)N1CCCCC1	7	5	0.0	8	-6	0	4	-13	9
27	CC1CCN(C(=O)COC(=O)c2cccc(S(=O)(=O)N3CCOCC3)c2)CC1	0	.	-1.2	0	-1	7	7	-14	-5
28	c1ccc(-c2nnc(CN3CCN(c4ccccc4)CC3)o2)cc1	1	-1	-4.4	1	-3	18	-1	4	-2
29	CC(C)(C)c1cc(C(=O)O)nn1-c1ccccc1	1	-2	0.5	-8	8	68*	7	-11	-5
30	CCCCc1ccc(N2C(=NC(=O)C3CCCO3)SC3CS(=O)(=O)CC32)cc1 (configuration not stated)	1	4	-1.6	-9	1	21	-1	1	-1

M5 antag, entries above that show a hit.
item	Compound	CHRM4 agonist	IDE cell inh	CRFBP-R2 agonist	CHRM5 agonist	M5 PAM	CRFBP-R2 block	CHRM4 PAM	CHRM4 antagonist	M5 antag
23	COc1ccccc1NC(=O)Cn1nnc(-c2ccccc2NS(=O)(=O)c2ccccc2)n1	15	5	3.3	0	-17	-9	-30	7	34*

Remaining list, next part:
item	Compound	CHRM4 agonist	IDE cell inh	CRFBP-R2 agonist	CHRM5 agonist	M5 PAM	CRFBP-R2 block	CHRM4 PAM	CHRM4 antagonist	M5 antag
31	O=C(NCc1ccc2c(c1)OCO2)c1cc(-c2ccccn2)nc2ccccc12	12	-6	-3.1	0	-15	-5	-3	10	12
32	CCOC(=O)C1=NN(c2ccc(OC)cc2)C2C(=O)N(c3ccccc3OC)C(=O)C12 (configuration not stated)	2	2	1.9	6	1	6	-11	10	4
33	Cc1ccnc(NS(=O)(=O)c2ccc(NC(=O)c3cccc(Cl)c3)cc2)n1	0	.	-1.2	0	-5	3	-1	-2	16
34	O=C1c2ccccc2[C@@H]2C[C@H](NC34CC5CC(CC(C5)C3)C4)[C@@H](O)CCN12	1	.	0.8	-3	0	0	-9	-6	-4
35	O=c1c2cc(NC(=S)N3CCCCC3)ccc2nc2n1CCCCC2	3	-2	2.1	-1	-1	-14	-8	-4	-10
36	CCOC(=O)C1=C(C)N=C2SC(C(=O)OC)=CC(=O)N2C1c1cccc(OC)c1 (configuration not stated)	0	6	8.2	0	-6	-36	-3	6	8
37	CNS(=O)(=O)c1cc(NC(=O)c2cccc3cccnc23)ccc1C	8	4	-0.4	-3	2	-2	4	-15	2
38	CC(/C=N/NC(=O)CSc1nnc(SCc2ccccc2)s1)=C\c1ccco1	2	-5	0.6	-3	-5	-8	-4	-2	7
39	O=C(COC(=O)c1ccccn1)NNC(=O)c1ccc(Br)cc1	2	-1	0.8	-4	0	0	8	0	12
40	CSCCNC(=O)C1(C)CCN1C(=O)CCc1ccccc1 (configuration not stated)	1	.	.	1	0	.	-3	4	4
41	S=C(NCc1cccnc1)NCc1cccnc1	2	2	0.9	-1	7	-1	2	4	3
42	Nc1ncc(Br)cc1S(=O)(=O)NCCC(=O)NCCc1ccc(Cl)cc1	11	1	-2.3	0	1	-15	-5	-2	-1
43	COC(=O)c1ccc(CNC(=O)c2ccc(OCC(=O)N3CCOCC3)c(OC)c2)cc1	0	1	8.0	1	3	9	1	11	8
44	CC(C)[C@H](NS(=O)(=O)c1ccccc1)C(=O)OCC(=O)N1N=C(c2ccc(Cl)cc2)CC1c1ccco1 (some centres not stated)	2	8	-0.7	0	-1	-41	1	7	2
45	O=C(CN(c1ccccc1)S(=O)(=O)c1ccccc1)N1CCN(Cc2ccc3c(c2)OCO3)CC1	5	1	2.5	-5	-1	5	-5	-8	-1
46	S=c1[nH]cnc2scc(-c3ccc(Cl)cc3)c12	0	3	-0.3	-3	-2	-10	1	6	5
47	COc1ccc(-c2cc(CCC(=O)N3CCN(c4cc(C)ccc4C)CC3)on2)cc1	3	.	-0.5	1	-8	0	0	-1	18
48	CCc1nc2c(OCc3ccccc3)cccn2c1N(C)C(=O)C(C)C	0	.	.	-2	-5	.	4	-1	9
49	COc1ccc(S(=O)(=O)N2CCOC2CNC(=O)C(=O)NCc2cccnc2)cc1OC (configuration not stated)	1	3	0.2	-2	-1	15	4	1	3
50	Cc1cc(C(=O)COC(=O)c2ccc[nH]c2=O)c(C)n1C	2	2	0.6	1	2	-5	6	-3	0
51	COc1cc(Cl)c(C)cc1NC(=O)CC1SC(N2CCOCC2)=NC1=O (configuration not stated)	2	-1	-0.8	2	6	4	4	3	-2

In the list so far, 8 contain a Cl atom:
item	Compound	CHRM4 agonist	IDE cell inh	CRFBP-R2 agonist	CHRM5 agonist	M5 PAM	CRFBP-R2 block	CHRM4 PAM	CHRM4 antagonist	M5 antag
3	Cc1ccc(Cl)cc1N1C(=O)CC(C)(C)CC1=O	3	-3	0.9	-3	0	-6	2	-1	-1
5	N#Cc1nc(-c2ccc(Cl)cc2)oc1NCc1cccc2c1OCO2	1	-2	-1.4	-1	3	3	-2	12	4
25	CCCCn1c(N)c(N(CCOC)C(=O)c2ccc(Cl)c(S(=O)(=O)N3CCCC3)c2)c(=O)[nH]c1=O	1	-3	0.2	-5	0	7	-1	-4	6
33	Cc1ccnc(NS(=O)(=O)c2ccc(NC(=O)c3cccc(Cl)c3)cc2)n1	0	.	-1.2	0	-5	3	-1	-2	16
42	Nc1ncc(Br)cc1S(=O)(=O)NCCC(=O)NCCc1ccc(Cl)cc1	11	1	-2.3	0	1	-15	-5	-2	-1
44	CC(C)[C@H](NS(=O)(=O)c1ccccc1)C(=O)OCC(=O)N1N=C(c2ccc(Cl)cc2)CC1c1ccco1 (some centres not stated)	2	8	-0.7	0	-1	-41	1	7	2
46	S=c1[nH]cnc2scc(-c3ccc(Cl)cc3)c12	0	3	-0.3	-3	-2	-10	1	6	5
51	COc1cc(Cl)c(C)cc1NC(=O)CC1SC(N2CCOCC2)=NC1=O (configuration not stated)	2	-1	-0.8	2	6	4	4	3	-2

Bioassay records (PubChem BioAssay)
